HCV inhibitor = blocks hepatitis C virus | Potency, µM (top dose mostly 41.8 µM), for inactives: at the highest dose activity change, negative = inhibition, actives largely listed as inhibitors | 340,000 tested, 3.4% active | Huh7.5.1 HCVcc-Cre infection, luciferase reporter, 44 h
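After 44 h co-culture of compound, cells and HCVcc-Cre (~0.5 moi), substrate is added for 15 min at room temperature and luciferase measured over 15 sec. Cells were seeded at 1,000/well and pre-cultured 4 h.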
Tb PYK inh = blocks Trypanosoma brucei pyruvate kinase; TbPYK enzyme, Kinase-Glo Plus ATP luminescence, 45 min; Potency, µM (doses to about 76.8 µM), without a hit: top-dose activity, negative = inhibition, actives largely listed as inhibitors; 410,000 tested, 0.12% active; AID 624173; further: nearly all actives have a fitted effect of over 50% in size
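Glycolytic pyruvate kinase of T. brucei was incubated with substrate, test compound and 130 uM ADP for 45 minutes at room temperature. Luminescent Kinase-Glo Plus signal was measured after 10 minutes.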
LmPK inh = blocks Leishmania mexicana pyruvate kinase activity; 290,000 tested, 0.37% active; Potency, µM (doses to about 57.5 µM), inactives show at the top dose activity change, negative = inhibition, actives largely listed as inhibitors; purified LmPK, Kinase-Glo ATP luminescence, 1 h
Target sequence (Q27686 whole entry, looked up): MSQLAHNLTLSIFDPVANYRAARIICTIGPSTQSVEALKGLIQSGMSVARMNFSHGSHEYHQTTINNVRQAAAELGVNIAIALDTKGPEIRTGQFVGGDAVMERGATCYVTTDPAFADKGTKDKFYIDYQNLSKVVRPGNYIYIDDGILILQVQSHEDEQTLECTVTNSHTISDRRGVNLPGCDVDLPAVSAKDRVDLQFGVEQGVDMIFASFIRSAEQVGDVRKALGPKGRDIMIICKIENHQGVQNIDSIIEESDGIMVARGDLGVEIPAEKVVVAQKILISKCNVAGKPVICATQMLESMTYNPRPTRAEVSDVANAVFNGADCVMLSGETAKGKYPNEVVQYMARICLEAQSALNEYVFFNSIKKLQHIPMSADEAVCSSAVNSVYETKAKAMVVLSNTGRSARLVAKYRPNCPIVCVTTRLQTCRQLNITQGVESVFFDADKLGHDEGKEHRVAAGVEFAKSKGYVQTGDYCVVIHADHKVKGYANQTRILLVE
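0.1 nM LmPK, 0.5 mM PEP, 0.1 mM ADP; 50 mM imidazole pH 7.2, 7 mM MgCl2, 50 mM KCl; 1 h RT. Kinase-Glo luminescence readout, normalized to no-enzyme (full inhibition) and uninhibited wells.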
Pf growth 96h = inhibits malaria parasite growth, 96 h; Potency, µM (series often up to 28.7 µM), for inactives: at the top dose activity change, negative = inhibition, actives largely listed as inhibitors; P. falciparum luciferase reporter growth, 96 h; 320,000 tested, 6.9% active
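Luminescence readout: decreased luciferase signal marks inhibited growth of reporter-expressing P. falciparum in infected red cells (2% hematocrit, 0.05% parasitemia final), exposed to compound two generations (96 h, 37 C, 5% CO2).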
Pf growth 48h = P. falciparum growth inhibition at 48 hours (one generation); P. falciparum luciferase growth in erythrocytes, 48 h; Potency, µM (top dose mostly 28.7 µM), without a hit: at the top dose activity change, negative = inhibition, usual class: inhibitors; 310,000 tested, 5.9% active
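Luciferase-expressing P. falciparum in infected erythrocytes (2% hematocrit, 0.1% parasitemia final) in RPMI 1640/0.5% Albumax were exposed to compound for 48 hours at 37 C, 5% CO2; growth read as luminescence.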
Sm TGR block = inhibitors of Schistosoma mansoni thioredoxin glutathione reductase; Q962Y6; purified TGR, DTNB reduction, TNB absorbance 405 nm; Potency, µM (series often up to 114 µM), for the others: top-dose activity change, negative = inhibition, usual class: inhibitors; 360,000 tested, 3% active; AID 485364; further: nearly all actives have a fitted effect of over 60% in size
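Kinetic colorimetric format: TGR-catalysed, NADPH-driven DTNB reduction monitored via TNB absorbance. Enzyme dispensed at 20 nM; compound exposure 15 min at room temperature before reaction start.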
* = called active by the depositor; u = inconclusive; x = not tested or not shown; & = joins results of further samples; [ ] = dose if it differs, or a comment. The call rests on the fitted dose curve; in most records, active means well fitted curve in the direction sought with a large enough effect; inconclusive means small, poorly fitted or top-dose-only effect, or another doubt; inactive means no such curve, though single readings can be large; an effect the other way counts as inactive or inconclusive. On the % scale 0 is the no-effect control and ±100 the full control effect; potency means the concentration at half of the fitted maximal effect.

The first twelve compounds (preview)
SMILES	HCV inhibitor	Tb PYK inh	LmPK inh	Pf growth 96h	Pf growth 48h	Sm TGR block
CCN(c1ccccc1)S(=O)(=O)c1ccc(OC)c(NS(=O)(=O)c2cccs2)c1	21%	0%	3%	22%	-6%	1%
CCOC(=O)c1ccc(S(=O)(=O)NNC(=O)c2ccc3c(c2)nc(C)n3CC)cc1	-4%	1%	4%	19%	0%	3%
COc1ccc(S(=O)(=O)Nc2nc(C(F)(F)F)cs2)cc1	10%	u	10%	-1%	12%	3%
CC(C)[C@@H]1NC(=O)N(c2ccc(Oc3ccccc3)cc2)C1=O	-12%	-11%	-1%	92%[activator]	7%	-1%
COC(CNC(=O)CN1CCN(Cc2ccc(F)cc2Cl)C1=O)OC	1%	3%	6%	22%	7%	-13%
COc1ccccc1NC1=C(N2CCCCC2)C(=O)c2ccccc2C1=O	u	-6%	-8%	0.093µM*	0.046µM*	u
CN1C2CCC1CC(NC(=O)CSCc1ccc(Cl)cc1Cl)C2 (stereo unspecified)	u	2%	4%	13µM*	u	-7%
COc1ccc(NS(=O)(=O)c2ccc3c(c2)n(C)c(=O)n3C)cc1	10%	-7%	14%	2%	x	-3%
CN(C)CCCn1c(N)c(C#N)c2nc(C#N)c(C#N)nc21	u	-12%	1%	-15%	u	20µM*
COc1ccc(N(CC(=O)NCc2ccc3c(c2)OCO3)C(=O)c2csnn2)cc1	13%	-1%	2%	u	u	6%
O=C(O)c1cc(Cl)c2ccccc2c1O	1%	x	-30%	u	10%	-7%
O=C(CCS(=O)(=O)c1ccccc1Cl)NCc1ccc(F)cc1	10%	-12%	7%	-18%	u	32µM*

Main list (from the top)
SMILES	HCV inhibitor	Tb PYK inh	LmPK inh	Pf growth 96h	Pf growth 48h	Sm TGR block
CCN(c1ccccc1)S(=O)(=O)c1ccc(OC)c(NS(=O)(=O)c2cccs2)c1	21%	0%	3%	22%	-6%	1%
CCOC(=O)c1ccc(S(=O)(=O)NNC(=O)c2ccc3c(c2)nc(C)n3CC)cc1	-4%	1%	4%	19%	0%	3%
COc1ccc(S(=O)(=O)Nc2nc(C(F)(F)F)cs2)cc1	10%	u	10%	-1%	12%	3%
CC(C)[C@@H]1NC(=O)N(c2ccc(Oc3ccccc3)cc2)C1=O	-12%	-11%	-1%	92%[activator]	7%	-1%
COC(CNC(=O)CN1CCN(Cc2ccc(F)cc2Cl)C1=O)OC	1%	3%	6%	22%	7%	-13%
COc1ccccc1NC1=C(N2CCCCC2)C(=O)c2ccccc2C1=O	u	-6%	-8%	0.093µM*	0.046µM*	u
CN1C2CCC1CC(NC(=O)CSCc1ccc(Cl)cc1Cl)C2 (stereo unspecified)	u	2%	4%	13µM*	u	-7%
COc1ccc(NS(=O)(=O)c2ccc3c(c2)n(C)c(=O)n3C)cc1	10%	-7%	14%	2%	x	-3%
CN(C)CCCn1c(N)c(C#N)c2nc(C#N)c(C#N)nc21	u	-12%	1%	-15%	u	20µM*
COc1ccc(N(CC(=O)NCc2ccc3c(c2)OCO3)C(=O)c2csnn2)cc1	13%	-1%	2%	u	u	6%
O=C(O)c1cc(Cl)c2ccccc2c1O	1%	x	-30%	u	10%	-7%
O=C(CCS(=O)(=O)c1ccccc1Cl)NCc1ccc(F)cc1	10%	-12%	7%	-18%	u	32µM*
COc1ccc(OC)c(/C=N/NC(=O)C(O)c2ccccc2)c1 (stereo unspecified)	u	0%	-1%	u	-6%	-18%
CCOc1ccc(NC(=O)CSc2nnc(C3CC3)n2N)cc1	-11%	0%	1%	1%	13%	0%
Brc1ccccc1OCCCN1CCCCCC1	-2%	20%	3%	-1%	-23%	-2%
COC(=O)c1cccc(C(=O)N2CCCC(CNC(=O)c3ccccc3Cl)C2)c1 (stereo unspecified)	18%	3%	-1%	-13%	5%	-12%
N#Cc1ccc(OCC(=O)OCC(=O)NCCC2=CCCCC2)cc1	2%	-5%	6%	42%[activator]	34%[activator]	3%
COc1cccc(NC(=O)CN(C)C(=O)CCNC(=O)c2ccc(Br)cc2)c1	-5%	-15%	x	11%	1%	5%
COc1ccc(N(CC(=O)NC2CC3CCC2C3)S(=O)(=O)c2ccc(C)cc2)cc1 (stereo unspecified)	-29%	8%	-1%	13µM*	-18%	-5%
O=C(NCCc1ccc(Cl)cc1)C1CCCN(S(=O)(=O)N2CCCCCC2)C1 (stereo unspecified)	8%	-1%	-5%	u	-19%	-2%
O=C(Nc1ccc(F)c(Cl)c1)C1CCCN(c2cnccn2)C1 (stereo unspecified)	-20%	-4%&4%	3%	80%[activator]	1%	4%&3%
Cc1cc(CN2CCCC(CNC(=O)c3ccc(F)cc3)C2)cc(C)c1O (stereo unspecified)	-2%	0%	-3%	12%	-26%	35µM*
CC1Sc2ccc(S(=O)(=O)CCC(=O)N3CCCCC3)cc2NC1=O (stereo unspecified)	0%	3%	8%	u	-10%	-27%
CCN1CCN(C(=O)/C(=C/c2cccs2)NC(=O)c2ccc(C)c(C)c2)CC1	14%	-2%	-7%	14%	-1%	0%
O=C(O)C1CCN(c2ccc(Cl)nn2)CC1	11%	4%	-6%	17%	0%	0%
C=CCOc1cccc(C2C(C(=O)c3cccs3)=C(O)C(=O)N2Cc2cccnc2)c1 (stereo unspecified)	1%	10%	-2%	6%	11%	7%
Cc1ccccc1-n1c(C)c(C#N)c(=O)c(-[n+]2ccccc2)c1[S-]	21%	-22%	-8%	19%	138%[activator]	u
C=CCOC(=O)C1=C(C)NC(C)=C(C(=O)OCC=C)C1c1ccco1	11µM*	-2%	6%	u	u	-12%
CN(C)C=Nc1ncc2c([nH]c3ccccc32)c1C#N	u	-2%	-3%	u	u	-6%
Cc1c(C(=O)Nc2ccccc2)csc1-c1ccccc1	u	-11%	-2%	u	-1%	0%
Cc1ccc(-c2n[nH]c(=S)n2/N=C/c2cccn2C)cc1	-18%	5µM*	7.9µM*	-6%	5%	11%
Cc1cc(NCCN2CCOCC2)n2c(nc3ccccc32)c1C#N	-25%	1%	4%	x	-19%	0%
CCN(CC)CCC(c1ccc2c(c1)OCO2)c1c(OC)cc(OC)c2ccc(=O)oc12 (stereo unspecified)	1%[8.37 µM]	2%	9%	u	u	-2%
CCN1C=C(Cc2cccs2)C2=C(C1)C(c1cccs1)C(C#N)=C(N)O2 (stereo unspecified)	u	-2%	8%	-25%	u	22µM*
O=C(Nc1ccccc1)C1=C(O)CC(c2ccco2)CC1=Nc1ccccc1 (stereo unspecified)	-6%	0%	-4%	3%	u	u
CC(=O)Nc1ccc(S(=O)(=O)N2CCC(C(=O)NCCC(=O)Nc3nccs3)CC2)cc1	25%	1%	6%	u	u	6%
O=C(NCc1ccc2c(c1)OCO2)c1ccc(S(=O)(=O)N2CCOCC2)cc1	-13%	1%	2%	u	-6%	7%
COc1ccc(-n2c(=O)[nH]c3c(C(N)=O)nc(C4CCCCC4)nc32)cc1	1%	-6%	0%	u	-45%[1.15 µM]	5%
CC(NC(=O)C1CCN(S(=O)(=O)N2CCC3(CC2)OCCO3)CC1)c1ccccc1 (stereo unspecified)	12%	0%	7%	0%	2%	-2%
O=C(OCC(=O)N1CCc2ccccc2C1)c1ccc(N2CCOCC2)c([N+](=O)[O-])c1	2%	-1%	-6%	u	-4%	1%
C=CCc1cccc2cc(C(=O)OCC(=O)c3ccccc3)c(=O)oc12	-10%	1%	6%	x	12%	-4%
NC(=O)c1cc(S(=O)(=O)Nc2cccc(F)c2)co1	11%	-1%	3%	22%	x	3%
CSCCC(NC(=O)c1cccc(C)c1)C(=O)OCN1C(=O)c2ccccc2C1=O (stereo unspecified)	9%	-1%	x	42%[activator]	24%	0%
Cc1nc2cc(NC(=O)N(C)c3ccc4ccccc4c3)ccc2o1	-38%	5%	-2%	55%[activator]	11%	-16%
CC(=O)Nc1ccc(N(C(=O)CNC(=O)c2cccs2)C(C(=O)NC(C)(C)C)c2ccccc2)cc1 (stereo unspecified)	10%	-5%	-6%	u	u	-5%[57.1 µM]
CCOC(=O)N1CCN(C(=O)/C(=C/c2cccs2)NC(=O)c2cccs2)CC1	12%	-1%	7%	3%	17%	9%
Cn1nc(C(F)(F)F)c2cc(NC(=O)OCc3ccc(C(C)(C)C)cc3)sc21	u	-17%	4%	-33%	x	8%
CCCC(C(=O)NC1CCCC1)N(C(=O)c1snc(C(N)=O)c1N)c1ccc(F)cc1 (stereo unspecified)	-2%	2%	2%	-21%	u	-14%
CCCCOC(=O)CSc1nnc(N)s1	-13%	-1%	0%	13%	13%	1%
Cc1cc(OC(=O)c2ccc(S(=O)(=O)N3CCCC3)cc2)c([N+](=O)[O-])c(=O)[nH]1	22%	-15%	1%	7%	11%	u

Continuation.
SMILES	HCV inhibitor	Tb PYK inh	LmPK inh	Pf growth 96h	Pf growth 48h	Sm TGR block
O=C(CCc1ccccc1)Nc1ccc2ccccc2n1	u	-1%	-1%	u	114%[activator]	1%
O=C(CC1OC(=O)c2ccccc21)Nc1cc(S(=O)(=O)N2CCOCC2)ccc1OCC(F)(F)F (stereo unspecified)	1%	-5%	x	-23%	u	-11%
COC(=O)C1=C(c2ccccc2OCc2ccccc2)C[C@@H]2CC[C@H]1N2C(=O)NCc1ccc(N(C)C)cc1	u	-16%	x	u	6.6µM*	0%
O=C(COC(=O)C1CCN(c2ccc(C(F)(F)F)cn2)CC1)NCc1ccccc1	28%	-2%	x	-12%	20%	5%
CC1(C)Cc2ccccc2C(N/N=C/c2ccc(Cl)cc2)=N1	-16%	8%	1%	-9%	u	0%
Cc1ccc(NC(=S)N2CCCCCC2)cc1	9%	-4%	0%	94%[activator]	35%[activator]	20%
CCCCN(C)C(=O)c1cn(CC)c2ccc(S(=O)(=O)N(C)C)cc2c1=O	1%	5%	-4%	6%	x	4%
Cc1ccc(C(=O)N2c3ccccc3NC(=O)C2C)cc1 (stereo unspecified)	10%	0%	4%	-6%	20%	11%
COc1ccccc1CNC(=O)C1(c2ccc(Cl)cc2)CC1	2%	3%	1%	0%	7%	1%
COc1ccc(Br)c(C(=O)Nc2ccc(F)cc2)c1	-13%	1%	2%	37%	38%[activator]	5%
Cc1cccc(C)c1NC(=O)C1(N(Cc2ccco2)C(=O)CC2NC(=O)NC2=O)CCCCC1 (stereo unspecified)	-8%&5%	-1%	-4%	14%	u	8%
O=C(CSc1ccccc1C(=O)O)c1ccccc1	19%	-2%	1%	28%	51%[activator]	0%
COc1ccc(OC)c(NC(=O)NCCN2CCN(c3ccccc3)CC2)c1	-4%	7%	0%	u	u	3%
CCN(CC)S(=O)(=O)c1ccc(C)c(NC(=O)CNCCN(C(C)C)C(C)C)c1	2%	37%[activator]	3%	3%	2%	x
Cc1ccc(S(=O)(=O)N2CCC(C(=O)N[C@@H](C)C(=O)NCc3ccccc3)CC2)cc1	6%	-12%	4%	u	-3%	2%
O=C(Nc1ccc(-n2cccn2)cc1)C1CCN(Cc2ccsc2)CC1	u	-11%	-9%	32%[activator]	u	0%
Cc1ccc(Cn2nnc3c(=O)n(Cc4cccc(C)c4)cnc32)cc1	u	-7%	10%	-13%	u	4%
CCN(c1ccccc1)S(=O)(=O)c1ccc(C(=O)Oc2ccc(C(C)=O)cc2)cc1	11%	14%	3%	0%	-19%	-8%
Cc1ccc(Cn2nnc3c(=O)[nH]c(C4CCCN(S(=O)(=O)c5ccc(F)cc5)C4)nc32)cc1 (stereo unspecified)	8%	-1%	5%	148%[activator]	u	5%
CC(=O)Nc1ccc(NC(=O)C(Sc2ccccc2)c2ccccc2)cc1 (stereo unspecified)	-12%	-1%	0%	-3%	-28%	0%
